From PubChem
PV pol inh: poliovirus RNA polymerase inhibition | P03300 | poliovirus polymerase elongation, fluorescence polarization; active compounds read low | % elongation, % (compound at 16.7 µg/mL) | actives 0.66% (n = 150,000); in the data active means % elongation below about 90%; further: some results filed as inactive read as strong as hits
Target sequence (P03300 1749-2209 limits assumed): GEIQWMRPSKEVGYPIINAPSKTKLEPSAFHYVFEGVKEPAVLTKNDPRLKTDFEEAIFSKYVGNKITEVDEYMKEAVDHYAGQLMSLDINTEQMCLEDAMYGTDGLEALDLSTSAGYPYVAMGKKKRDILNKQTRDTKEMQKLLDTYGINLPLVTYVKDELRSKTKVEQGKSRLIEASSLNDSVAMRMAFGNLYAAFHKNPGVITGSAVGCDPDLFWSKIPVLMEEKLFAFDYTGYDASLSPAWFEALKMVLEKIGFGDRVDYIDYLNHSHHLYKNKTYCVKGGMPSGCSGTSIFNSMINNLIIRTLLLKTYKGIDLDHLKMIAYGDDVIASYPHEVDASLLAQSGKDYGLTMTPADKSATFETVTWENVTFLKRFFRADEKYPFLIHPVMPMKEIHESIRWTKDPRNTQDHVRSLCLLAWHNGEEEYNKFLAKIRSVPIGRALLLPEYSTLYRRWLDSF
PV pol inh FP z-score: recorded beside PV pol inh, whose call it bears; z-score; measured here: FP z-score; hits read low
* = called active by the depositor; & = joins results of further samples.

SMILES	PV pol inh	PV pol inh FP z-score
Cc1cc(C)cc(NC(=O)C(OC(=O)C2CCC(=O)N2)c2ccccc2)c1 (stereo not given)	101	-0.2
N#C/C(=C/C=C/c1ccc(-c2cc(Cl)ccc2Cl)o1)C(N)=S	105	1.8
COc1ccc(NC(=O)COc2ccc(C)c(C)c2)c(OC)c1	99	-0.3
O=C1NCCCC1C(=O)Nc1ccncc1 (stereo not given)	101	-0.2
COc1cc(-c2cc(C(=O)NCCCO)c3ccccc3n2)cc(OC)c1OC	105	0.1
O=C(Nc1ccc(F)cc1F)c1cc(-c2ccc3c(c2)OCO3)on1	106	0.4
COCCN(Cc1nc2ccccc2c(=O)[nH]1)C(=O)C1CCCN1C(=O)c1cccs1 (stereo not given)	102	0
COc1ccc(Cn2c(C)cc(O)cc2=O)cc1OC	103	0.2
CCOC(=O)c1sc2ccccc2c1S(=O)(=O)N1CCN(c2cc(C)ccc2C)CC1	106	-0.1
O=S(=O)(Nc1cccnc1)c1ccc2[nH]c3c(c2c1)CCCCC3	100	-0.7
O=C(CCn1c(=O)c2cccn2c2cccnc21)N1CCN(c2ccc(Cl)cc2)CC1	112	0.8
COc1cccc2c1cc1c(=O)n(CC(=O)O)nc(C)n12	113	0.9
CC(C)N(C(=O)Cn1nnc2c(cnn2-c2ccccc2)c1=O)C(C)C	100	-0.2
OC(COc1ccc(-c2ccccc2)cc1)CN1CCOCC1 (stereo not given)	101	-0.4
COc1ccccc1-n1c(SC(C)C(N)=O)nc2ccccc2c1=O (stereo not given)	102	-0.3
C=CCn1c(SCc2cc(=O)[nH][nH]2)nc2sc(CC)cc2c1=O	101	-0.1
CC(=O)OC[C@H]1O[C@@H](n2cnc3c(=O)[nH]c(N)nc32)[C@H](OC(C)=O)[C@@H]1OC(C)=O	102	0.6
CC(Oc1ccc(C(C)(C)C)cc1)C(=O)N1CCN(Cc2ccc3c(c2)OCO3)CC1 (stereo not given)	102	0.4
CCN1CCN(C(=O)c2ccc(C#N)cc2)CC1	105	-0.2
CC1CCCN(c2cc3c(cc2F)c(=O)c(S(=O)(=O)c2cccc(Cl)c2)cn3C)C1 (stereo not given)	111	0.7
Cc1cccc(-c2nc3ccccc3c(=O)n2OC(=O)c2ccc(C)c(C)c2)c1	104	0.4
COc1cccc(C(c2sc3ncnn3c2O)N2CCC(C)CC2)c1 (stereo not given)	103	0.3
Cc1cc(Oc2nc3ccccn3c(=O)c2/C=C(\C#N)c2nc3ccccc3s2)ccc1Cl	100	-0.8
COc1ccc2c(c1O)-c1c(OC)c(OC)cc3c1[C@H](C2)N(C)CC3	99&99	0&-0.1
O=C(CC(C(=O)c1ccccc1)c1cccs1)c1ccc(Cl)cc1 (stereo not given)	106	0.5
CC(C)COc1ccc(N)cc1OCC(C)C	100	-0.9
CCOc1ccc2nc(N3CCC(C(=O)Nc4ccc(Br)cc4F)CC3)sc2c1	110	1.1
CN(CC(=O)NC1CCCC1)S(=O)(=O)c1ccc2c(c1)c(=O)n(C)c(=O)n2C	100	-1
CCS(=O)(=O)c1ccc2oc(=O)c(/C=C(\O)c3oc(C)nc3C)nc2c1	99	-0.6
COc1ccc2c(C)cc(SCc3cn4ccsc4n3)nc2c1	101	0
O=c1oc2cc(OCc3ccccc3F)ccc2c2c1CCC2	104	0.3
CCOC(=O)c1c(C)[nH]c(C)c1C(=O)COC(=O)c1ccc(S(=O)(=O)N(CC)CC)cc1	107	0.5
O=S1(=O)N=C(N2CCOCC2)c2ccccc21	99	-1.4
CCOc1ccccc1/C=N\n1cnnc1	99	-0.6
COc1ccccc1OCC(=O)N(Cc1ccc(N(C)C)cc1)CC1CCCO1 (stereo not given)	111	0.6
COc1cccc(NC(=O)Cn2c(=O)n(-c3cccc(OC)c3)c(=O)c3sc4ccccc4c32)c1	96	-2.5
Cc1ccc(OC(C)(C)C(=O)Nc2ccc(Oc3ccc(F)cc3F)nc2)c2c1CCC2	103	0
Cc1onc(-c2c(Cl)cccc2Cl)c1NC(=O)N1CCCN2C(=O)c3ccccc3C12 (stereo not given)	103	0.5
Cc1ccc(CNC(=O)CSc2nc3cnn(C)c3c(=O)n2Cc2ccccc2)cc1	103	1
COc1ccc(S(=O)(=O)N(CCc2ccccc2)CC(=O)NCc2ccc(C)cc2)cc1	107	0.5
O=C(CCS(=O)(=O)c1cc(Br)cc2c1N(C(=O)C1CC1)CC2)N1CCN(c2ccc(F)cc2)CC1	102	-1
Cc1onc(-c2ccccc2Cl)c1-c1nc(-c2ccc(Br)cc2)no1	102	0.7
COc1cccc2cccc(/C=N/n3cnnc3)c12	100	-0.3
COc1ccc2c(c1)CC/C(=C/c1ccco1)C2=O	105	0.6
c1ccc(CNC2=NCCS2)cc1	105	1.1
Cc1ccc(-n2c(=O)c3ccc(C(=O)NCc4ccco4)cc3n(Cc3ccccc3F)c2=O)cc1	98	-1.4
Cc1cc2ccccc2nc1SCC(N)=O	102	0.1
Cc1cc(F)ccc1NC(=O)CCSc1nc(-c2ccco2)cc(C(F)(F)F)n1	103	0
O=C(OCCN1C(=O)c2ccccc2C1=O)c1ccccn1	105	-0.2
Cc1ccccc1N=C(NN)c1ccccn1	100	0
Cc1cccc(N=Cc2c(O)[nH]c3ccccc23)c1	100	0
COC(=O)CCC1CCCC/C1=N/O (stereo not given)	102	0.1
O=C(CNC(=S)N(Cc1cccs1)C1CCCC1)NC1CCCc2ccccc21 (stereo not given)	102	0
COC(=O)c1ccc(COc2ccccc2)o1	106	0.3
Cc1ccc2c(n1)sc1c(=O)n(Cc3ccccc3)nnc12	102	0
Cc1ccc(CN2C(=O)CCC2C(=O)NCc2ccco2)cc1 (stereo not given)	100	-0.3
CCOc1ccc2oc(=O)cc(CN(Cc3ccco3)CC3CCCO3)c2c1 (stereo not given)	102	0
Nc1[nH]n(-c2ccccc2)c(=O)c1N=Nc1ccc(Cl)cc1	100	0.1
COc1cc(NC(=O)c2cc3nc(-c4ccc(C)cc4)cc(C(F)(F)F)n3n2)cc(OC)c1OC	104	0.2
CSC1=NC2(CC(c3ccccc3)Oc3cc(O)ccc32)CC(C)(C)N1 (stereo not given)	106	0.2

Going on with the list:
SMILES	PV pol inh	PV pol inh FP z-score
O=C(COc1c(F)c(F)cc(F)c1F)C12CC3CC(CC(C3)C1)C2	105	0.1
Cc1ccccc1-c1nn2c(=O)cc(CN3CCN(C(=O)COc4ccccc4Cl)CC3)nc2s1	105	-0.6
CCc1ccc(OCC(=O)Nc2ccc3oc(-c4ccc(OC)cc4)nc3c2)cc1	105	0.1
CCc1nc2ccc(C(=O)N3CCN(c4cc(Cl)ccc4C)CC3)cc2nc1CC	107	0.2
CCN(Cc1ccccc1)C(=O)CSc1nncn1C	95	-0.8
CCCCC(C)C(N)=O (stereo not given)	99	-0.1
Cc1ccc2oc(-c3cccc(NC(=O)c4cccc5c(Cl)cccc45)c3)nc2c1	106	0.5
N#CCN(CC#N)C(=O)c1ccc(C(=O)N(CC#N)CC#N)cc1	102	-0.1
CCOc1ccccc1NC(=O)NCCn1c(=O)oc2ccc(C)cc21	107	0.2
CC(=O)Nc1cccc(NC(=O)c2nc(-c3ccccc3)oc2C)c1	110	1
CCn1cc(C(=O)N2CCOCC2)c(=O)c2cc(S(=O)(=O)N3CCc4ccccc4C3)ccc21	99	-0.9
COc1cccc(CNC(=O)CCn2cnc3ccccc3c2=O)c1	95	-2.9
CCOC(=O)c1nnn(C(CC)C(=O)Nc2c(C)cccc2C)c1C(=O)OCC (stereo not given)	113	0.3
CCCOc1ccccc1C1C(C(=O)OC)=CN(C2CCCC2)C=C1C(=O)OC	100	-0.1
CCSc1nnc(SCC(=O)c2cc(C)n(C)c2C)s1	107	0.8
CC1(C)OC(=O)C(=C2SCCCS2)C(=O)O1	107	0.9
COC(=O)C1=C(C)NC(=O)C12C(C#N)=C(N)Oc1ccccc12 (stereo not given)	101	-0.1
Cc1ccc(N(Cc2cccs2)C(=O)c2ccc(Br)o2)cc1	106	0
NC(=O)c1ccsc1NC(=O)c1cccs1	102	0.9
NC(=O)CSc1nnc2c(n1)CCCC2	103	0.5
COc1ccccc1CNC(=O)C1CCC(CNS(=O)(=O)c2ccc3c(c2)CCCC(=O)N3)CC1 (stereo not given)	114	1.4
COc1cc(C(=O)OCC(=O)c2cc3c4c(c2)CC(=O)N4CCC3)ccc1OC(F)F	104	0
Cc1ccc(CNC(=O)c2ccc3c(O)c(S(=O)(=O)c4ccccc4)c(=O)[nH]c3c2)cc1	106	0
NC(=O)CSc1nc2ccccc2n1S(=O)(=O)c1ccccc1	101	-0.1

Sorted by number of heavy atoms (smallest number first): some entries from above.
SMILES	PV pol inh	PV pol inh FP z-score
CCCCC(C)C(N)=O (stereo not given)	99	-0.1
NC(=O)CSc1nnc2c(n1)CCCC2	103	0.5
NC(=O)c1ccsc1NC(=O)c1cccs1	102	0.9
CCN(Cc1ccccc1)C(=O)CSc1nncn1C	95	-0.8
Cc1ccc(N(Cc2cccs2)C(=O)c2ccc(Br)o2)cc1	106	0
NC(=O)CSc1nc2ccccc2n1S(=O)(=O)c1ccccc1	101	-0.1
N#CCN(CC#N)C(=O)c1ccc(C(=O)N(CC#N)CC#N)cc1	102	-0.1
CC(=O)Nc1cccc(NC(=O)c2nc(-c3ccccc3)oc2C)c1	110	1
CCOc1ccccc1NC(=O)NCCn1c(=O)oc2ccc(C)cc21	107	0.2
CCCOc1ccccc1C1C(C(=O)OC)=CN(C2CCCC2)C=C1C(=O)OC	100	-0.1
Cc1ccc2oc(-c3cccc(NC(=O)c4cccc5c(Cl)cccc45)c3)nc2c1	106	0.5
COc1cc(C(=O)OCC(=O)c2cc3c4c(c2)CC(=O)N4CCC3)ccc1OC(F)F	104	0
Cc1ccc(CNC(=O)c2ccc3c(O)c(S(=O)(=O)c4ccccc4)c(=O)[nH]c3c2)cc1	106	0
CCn1cc(C(=O)N2CCOCC2)c(=O)c2cc(S(=O)(=O)N3CCc4ccccc4C3)ccc21	99	-0.9
COc1ccccc1CNC(=O)C1CCC(CNS(=O)(=O)c2ccc3c(c2)CCCC(=O)N3)CC1 (stereo not given)	114	1.4

New compounds follow.
SMILES	PV pol inh	PV pol inh FP z-score
COCCn1c(SCc2csc(-c3cc(Br)ccc3OC)n2)nc2ccccc21	100	-0.1
Cc1noc(C)c1COc1ccc(CC(=O)Nc2ccc3c(c2)OCO3)cc1	103	0
O=C1CCCC2=C1Sc1ccccc1N2	85	-8.6
CC(CNS(=O)(=O)c1ccccc1)Sc1ncccn1 (stereo not given)	101	-0.2
Cn1c(N)nc(O)c1/C=C1/C=Nc2ccccc21	108	1.7
COc1cc(CN(C(=O)COc2ccc(Cl)cc2)c2ccccn2)cc(OC)c1OC	105	-0.1
CCCCC(Sc1nc2cc3c(cc2c(=O)n1CCCC(=O)NCc1ccc2c(c1)OCO2)OCO3)C(=O)OCC (stereo not given)	111	1.1
CC(Oc1ccc(C(=O)c2ccccc2)cc1)C(=O)NN (stereo not given)	100	-0.2
Cc1c(C#N)c(NC(=O)c2ccc(Cl)cc2)n(CC2CC2)c1C	103	0.4
COc1ccc(C(CC(=O)NCc2cccs2)n2cccc2)cc1 (stereo not given)	99	-1.6
O=C(CC12CC3CC(CC(C3)C1)C2)N1CCCC1	105	0.8
Cc1ccc(O)c(C(=O)c2coc(=N)c(C(=O)NC(C)C)c2)c1	110	1.4
COC(=O)c1cnc2c(C(F)(F)F)cccc2c1OC	102	0.9
COc1ccc(C2=[N+]([O-])C(C)(C)N(O)C2C)cc1 (stereo not given)	107	0.6
O=C(NC1CCCCC1)N(Cc1nc2ccccc2c(=O)[nH]1)C1CCCC1	101	-0.2
COc1ccc2c(c1)c(C(=O)n1ccnc1)c(C)n2C1CCCCC1	99	-0.4
CCCOc1ccc(C(=O)Nc2cccc(NC(=O)c3ccc(Cl)cc3Cl)c2)cc1	108	0.6
COc1ccc(-c2cc(C(F)(F)F)c(C#N)c(SCCCn3c(=O)[nH]c4ccccc43)n2)cc1	101	-0.2
CC1CC(C)CN(C(=O)c2ccc(N3CC4CC(C3)c3cccc(=O)n3C4)c(NC(=O)c3ccc(F)cc3)c2)C1 (stereo not given)	102	0.6
Cc1ccc(NS(=O)(=O)c2ccc(NC(=O)CCC(=O)O)cc2)cc1C	103	0.1
O=C1CCSc2ccc(S(=O)(=O)Nc3cccc(C(F)(F)F)c3)cc2N1	114	1.2
Cc1nn(-c2ccccc2)c2sc(C(=O)Nc3ccc(Cl)cc3Cl)cc12	108	0.6
CC(=O)n1c2ccccc2c2nc(-c3ccncc3)sc21	102	0.3
O=C(COc1ccc2c(c1)CCC2)N1CCC2(CC1)OCCO2	101	0.2
Cc1ccc2nc(N3CCN(c4cccc(C)c4C)CC3)c3nncn3c2c1	101	-1.2
CC(C)c1cc(=O)n2c([nH]c3ccccc32)c1C#N	100	-0.2
N#Cc1c(-c2ccccc2)nc(SCC(=O)OC2CCCC2)[nH]c1=O	99	-1.4
COc1ccccc1C(=O)OCc1cc(=O)n2nc(C(C)C)sc2n1	101	-1
CN1C(=O)C(Cc2nc3ccccc3c(=O)n2-c2ccccc2)c2ccccc21 (stereo not given)	101	-0.1
Cc1nnc(NC(=O)CSc2nnc(COc3ccc4c(c3)CCCC4)n2C)s1	102	0.2
COc1cc(NC(=O)c2cc(C3CC3)nc3c2c(C)nn3-c2ccccc2)cc(OC)c1	109	0.2
Cc1ccc(CNC(=O)COC(=O)c2ccccc2NCCO)cc1	108	0.7
Cc1[nH]c(C)c(S(=O)(=O)NC2CCCCCC2)c1C(=O)N1CCCC1	100	-0.5
N#Cc1ccc(NCC(=O)Nc2ccc(N3CCOCC3)cc2)cc1	104	-0.3
C=CCOc1ccc(/C=C2\Oc3ccc(C(=O)OC)cc3C2=O)cc1	100	-0.8
COc1ccc(OC)c2sc(N(Cc3cccnc3)C(C)=O)nc12	109	0.6
NC(CC(=O)O)c1cccc(O)c1 (stereo not given)	99	-1
COCC(C)N1CC(C(=O)Nc2nnc(CCc3ccccc3)s2)CC1=O (stereo not given)	100	-0.5
CC(NC(=O)c1ccc(C(C)(C)C)cc1)c1ccncc1 (stereo not given)	104	0.7
C/C(=N\NC(=O)c1ccc(N2CCCC2=O)cc1)c1ccccc1	100	-0.2

Some of the compounds tested; count on the stated rates, not on these rows.
